Source: PubChem BioAssay (National Center for Advancing Translational Sciences (NCATS))
TDP1 cell noCPT = qHTS for Inhibitors of human tyrosyl-DNA phosphodiesterase 1 (TDP1): qHTS in cells in absence of CPT; DT40 Tdp1-/- hTDP1 cells, no CPT, ATP luminescence, 48 h; hit rate 15% among 420,000; Potency, µM (top dose mostly 46.2 µM), for inactives: at the top dose activity change, negative = growth inhibition, most hits filed as inhibitors; also: nearly all actives have a fitted effect of over 55% in size
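No-CPT arm: Tdp1-/-;hTDP1 DT40 cells (400/well) plus compounds, incubated ≥48 hr at 37 °C. Readout CellTiter-Glo luminescence.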
TDP1 inh = TDP1 (human) enzyme inhibition; recombinant TDP1, AlphaScreen DNA substrate cleavage; Potency, µM (series often up to 130 µM), inactives show at the highest dose activity change, negative = inhibition, usual class: inhibitors; hit rate 0.28% among 350,000; AID 485290; also: nearly all actives have a fitted effect of over 40% in size
Target sequence (Q9NUW8 whole entry, looked up): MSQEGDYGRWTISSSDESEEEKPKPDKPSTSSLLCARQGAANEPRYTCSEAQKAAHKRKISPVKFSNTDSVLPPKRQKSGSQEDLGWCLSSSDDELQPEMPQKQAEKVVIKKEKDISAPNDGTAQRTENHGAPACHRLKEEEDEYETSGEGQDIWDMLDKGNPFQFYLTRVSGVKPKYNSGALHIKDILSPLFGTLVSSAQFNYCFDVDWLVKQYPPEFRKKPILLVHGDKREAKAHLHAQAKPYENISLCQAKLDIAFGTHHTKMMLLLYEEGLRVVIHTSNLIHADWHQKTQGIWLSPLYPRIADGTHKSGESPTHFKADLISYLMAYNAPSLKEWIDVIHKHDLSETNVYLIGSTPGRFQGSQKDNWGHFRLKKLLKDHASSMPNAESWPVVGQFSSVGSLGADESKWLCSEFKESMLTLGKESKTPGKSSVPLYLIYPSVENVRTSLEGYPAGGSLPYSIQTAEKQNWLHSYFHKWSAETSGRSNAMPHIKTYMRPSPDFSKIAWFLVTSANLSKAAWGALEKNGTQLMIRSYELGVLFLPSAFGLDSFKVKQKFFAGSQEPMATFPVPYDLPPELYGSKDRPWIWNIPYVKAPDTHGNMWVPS
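Recombinant human Tdp1 (E. coli-expressed, 1 nM final) preincubated with compounds 15 min at room temperature, then 5'-biotin/3'-phosphotyrosine-FITC DNA substrate (15 nM final) added for 5 min. AlphaScreen beads (10 ug/ml final) added 10 min; cleavage lowers signal.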
N370S GC mod = inhibitors or activators of N370S glucocerebrosidase for Gaucher disease | P04062 | N370S GC spleen homogenate, 4MU-glucoside fluorescence | Potency, µM (top dose mostly 59.4 µM), for the others: at the top dose activity change, negative = inhibition, usual class: inhibitors | hit rate 0.092% among 330,000 | AID 2101;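 also: 0% = full enzyme activity and -100% = no enzyme basal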
An asterisk follows results filed as active; u = inconclusive; x = no result given; [ ] = another dose, or the depositor's remark. Calls follow the shape of the dose curve; as a rule, active = well fitted curve in the direction sought with a large enough effect; inconclusive = small, poorly fitted or top-dose-only effect, or another doubt; inactive = no such curve, though single readings can be large; an effect the other way counts as inactive or inconclusive. Unless noted, % is scaled to controls: 0 for no effect and ±100 for the full control effect; potency is read from the fitted curve at half-maximal effect.

SMILES	TDP1 cell noCPT	TDP1 inh	N370S GC mod
CCOc1ccc(-n2ccnc2SCC(=O)Nc2ccc3c(c2)OCO3)cc1	-20.8%	9.9%	x
C#CCOCCOCCOCCNc1nc(N2CCOCC2)nc(N2CCN(C(=O)[C@H](Cc3ccc(O)cc3)n3cc([C@@H](N)C(C)CC)nn3)CC2)n1 (some centres not stated)	-0.3%	6.4%	1.5%
Cc1ccc2[nH]c(=O)c(CN(C(=O)c3cccs3)c3ccccc3)cc2c1	16.4µM*	5.3%	4.3%
COC(=O)Cc1c(O)ccn(Cc2ccc(F)cc2)c1=O	-20.2%	5.1%	-6.7%
COc1ccc(Cl)cc1C(=O)N1CCN=C1SC	8.0%	6.5%	-16.2%
COc1ccc(C2=NOC(Cn3nc(C(=O)NCC4CC4)cc3-c3ccccc3)C2)cc1 (configuration not stated)	u	0.0%	5.3%
Cc1c(NC(=S)NC(=O)c2cc3ccccc3o2)c(=O)n(-c2ccccc2)n1C	-16.2%	0.0%	8.8%
O=C(c1cccs1)N1CCN(c2ccc(Cl)cc2)CC1	-18.9%	4.3%	-27.1%
O=C(Oc1ccc(O)cc1)C12CC3CC(CC(C3)C1)C2	-29.6%	1.2%	13.0%
COC(=O)C(NC(=O)CNS(=O)(=O)c1ccc(Br)cc1)c1ccccc1 (configuration not stated)	u	2.9%	5.5%

Results in TDP1 inh and N370S GC mod, for some of the entries so far:
structure | TDP1 inh | N370S GC mod
COC(=O)Cc1c(O)ccn(Cc2ccc(F)cc2)c1=O | 5.1% | -6.7%
COc1ccc(Cl)cc1C(=O)N1CCN=C1SC | 6.5% | -16.2%
COc1ccc(C2=NOC(Cn3nc(C(=O)NCC4CC4)cc3-c3ccccc3)C2)cc1 (configuration not stated) | 0.0% | 5.3%
Cc1c(NC(=S)NC(=O)c2cc3ccccc3o2)c(=O)n(-c2ccccc2)n1C | 0.0% | 8.8%

Other compounds follow:
SMILES	TDP1 cell noCPT	TDP1 inh	N370S GC mod
CN(Cc1ccccc1)C(=O)CC(c1ccccc1)c1cc(Cl)ccc1O (configuration not stated)	20.6µM*	4.3%	15.4%
CCCC(=O)Nc1nc2nc(-c3ccccc3)cc(=O)n2[nH]1	-5.1%	7.0%	1.5%
Cc1cc(C(=O)COc2ccc(C#N)cc2)c(C)n1C1CC1	18.4µM*	x	-2.4%
O=S(=O)(NC1CCCCC1)c1ccc(Cl)s1	-28.1%	4.3%	-3.8%
CC(C)c1ccc(C(=O)NN2CCOCC2)cc1	12.6%	4.3%	-7.2%
COC(=O)C1=C(C)NC(=O)NC1c1ccco1 (configuration not stated)	-3.0%	0.0%	-4.9%
COc1ccc2c(c1)c(CC(=O)NCc1cc([N+](=O)[O-])ccc1O)c(C)n2C(=O)c1ccc(Cl)cc1	u	7.0%	-8.7%
O=C(CCS(=O)(=O)c1ccccc1)Nc1nnc(C(F)(F)F)s1	13µM*	x	-3.4%
Cc1ccc(C)c2nc(Cl)c(C3NC(=O)c4ccccc4N3)cc12 (configuration not stated)	16.4µM*	0.0%	23.8%
Cc1ccc(C2C(=O)N(C3CCCCCC3)CC(=O)N2C(C)C)cc1 (configuration not stated)	25.9µM*	2.6%	x

Full records, looked up by structure. Values in the order: TDP1 cell noCPT	TDP1 inh	N370S GC mod
CC(C)c1ccc(C(=O)NN2CCOCC2)cc1 reads 12.6%	4.3%	-7.2%
Cc1ccc2[nH]c(=O)c(CN(C(=O)c3cccs3)c3ccccc3)cc2c1 reads 16.4µM*	5.3%	4.3%
COc1ccc(Cl)cc1C(=O)N1CCN=C1SC reads 8.0%	6.5%	-16.2%
COc1ccc2c(c1)c(CC(=O)NCc1cc([N+](=O)[O-])ccc1O)c(C)n2C(=O)c1ccc(Cl)cc1 reads u	7.0%	-8.7%
O=C(Oc1ccc(O)cc1)C12CC3CC(CC(C3)C1)C2 reads -29.6%	1.2%	13.0%

Continued.
SMILES	TDP1 cell noCPT	TDP1 inh	N370S GC mod
c1ccc(Cn2nnc3c(N4CCCC4)ncnc32)cc1	-6.9%	6.2%	3.0%
CCN(CC)C(=O)/C(=C\c1cccc([N+](=O)[O-])c1)NC(=O)c1ccco1	-30.7%	2.8%	-4.6%
COC(=O)N1CCC2(CCCN(Cc3cc(C(F)(F)F)cc(C(F)(F)F)c3)C2)CC1	1.2%	x	-1.7%
COc1ccc(C(CNC(=O)c2cccn2C)N2CCOCC2)cc1 (configuration not stated)	-17.1%	3.4%	x
COc1ccc(OC)c(NC(=O)c2cc3ccccc3o2)c1	-0.9%	-6.6%	17.7%
OCCC1CN(Cc2ccc3nsnc3c2)CCN1CCc1ccccc1 (configuration not stated)	u	4.8%	-8.1%
CCOC(=O)c1c(-c2ccc(C)cc2)csc1NC(=O)c1cc(=O)c2cc(C)ccc2o1	4.4%	-3.7%	x
O=C(c1ccco1)N1CCN(C(=O)C2(S(=O)(=O)c3ccc(Cl)cc3)CC2)CC1	-11.9%	3.1%	6.8%
O=C(COC(=O)c1cccc(Cl)c1Cl)NCc1cccs1	23.0%	-2.3%	x
Cc1sc2c(c1C)c(=O)n(-c1ccccc1)c1nncn21	-26.5%	-2.9%	2.5%
O=C(CSc1nnnn1Cc1ccccc1)Nc1cccc(F)c1	u	x	-5.3%
N/N=c1\sc2ccccc2n1-c1ccccc1	-6.3%	8.3%	4.7%
CCOC(=O)[C@H]1[C@H]2COc3cc(OC)ccc3[C@@H]2N2C(=O)c3ccc(F)cc3NC(=O)[C@@]12C	-4.6%	-0.3%	-4.1%
O=C(COC(=O)/C=C/c1ccccc1)NCc1ccc(Cl)cc1	-10.2%	-1.8%	-20.6%
C#CCCCO/N=C1/C[C@@H](O)[C@@H](O)[C@@H]2[C@@H]3C(=O)N(C[C@@H]4CCCO4)C(=O)[C@H]3CC[C@H]12	x	1.6%[21 µM]	-0.3%[12.8 µM]
O=C(Nc1nnc(-c2ccccc2Cl)o1)c1cccnc1	u	11.4%	2.9%
CCN(CC(=O)Nc1cc(OC)ccc1OC)Cc1nc2ccccc2c(=O)[nH]1	10.8%	1.2%	6.4%
O=C(c1ccc(=O)[nH]n1)N1CCc2ccccc2C1	0.5%	5.5%	-10.0%
O=C(CNC(=O)Cc1ccccc1)NCc1cccc(C(F)(F)F)c1	-14.9%	2.3%[0.0935 µM]	-10.6%
CCNc1nc(NCC)n2c(SCC(=O)Nc3ccccc3[N+](=O)[O-])nnc2n1	6.5%	5.8%	-0.3%
C/C(=N\NC(=O)c1nnn(-c2nonc2N)c1-c1ccc2c(c1)OCO2)c1ccc(F)cc1	3.6%	0.3%	1.4%
Cn1c(CN2CCOCC2)nnc1SCC(=O)Nc1ccc([N+](=O)[O-])cc1O	-0.4%	-3.5%	-2.1%
Cc1ccc2nsnc2c1S(=O)(=O)N1CCCC1C(=O)O (configuration not stated)	-2.1%	-2.6%	0.1%
O=C(Cc1ccc2c(c1)OCCO2)N1CCN(S(=O)(=O)c2ccccc2C(F)(F)F)CC1	-27.3%	0.6%	-6.1%
O=C(N/N=C/c1coc2ccccc2c1=O)c1ccccc1	-15.3%	3.6%	-10.9%
O=C(Cn1c(=O)oc2cc(S(=O)(=O)N3CCCC3)ccc21)N1CCN(c2ccccc2F)CC1	u	x	-4.6%
O=C(O)c1cc([N+](=O)[O-])ccc1NCCO	-18.9%	-1.2%	-10.0%
Nc1no[n+]([O-])c1-c1ccccc1	-1.9%	3.5%	-12.1%
CC1SC(=S)N(c2ccc(N(C)C)cc2)C1=O (configuration not stated)	-20.2%	x	-1.2%
CCN(CC)CCNC(=O)c1ccc2c(c1)ncn2C1CCCCC1	3.7%	4.1%	-7.4%
CC(=O)Nc1ccc(C=C(C(C)=O)C(C)=O)cc1	u	x	3.6%
COc1ccc(N2CCN(C(=O)COc3ccc4c(C)c(C)c(=O)oc4c3C)CC2)cc1	u	-8.1%	-4.8%
Cc1sc2ncnc(N3CCN(Cc4ccccc4)CC3)c2c1-c1ccc(F)cc1	u	10.7%	-3.8%
COc1ccc(NC(=O)CSc2nnnn2C2CCCC2)cc1	-0.4%	-6.0%	8.3%
CCOC(=O)c1c(NC(=O)c2ccc(S(=O)(=O)N3CCOCC3)cc2)sc2c1CCN(C(C)C)C2	8.2µM*	2.5%	1.8%
O=C(Nc1cccc(S(=O)(=O)N2CCOCC2)c1)c1cn(-c2ccccc2)nc1-c1ccc(F)cc1	u	0.0%	-2.1%
Cc1c(NC(=O)C(=O)/C=C(\O)c2ccc(Cl)cc2)c(=O)n(-c2ccccc2)n1C	-8.3%	4.5%	6.3%
O=C(O)Cn1cc(/C=C2/SC(=O)N(CC(=O)N3CCCCCC3)C2=O)c2ccccc21	-6.2%	0.0%	-2.1%
COc1ccc(NC(=O)c2ccc3c(c2)n(C)c(=O)n3C)cc1	-15.2%	2.6%	1.2%
CCN(CC)CCNC(=O)c1cc2c(=O)n(C)c3cc(Cl)ccc3c2s1	20.6µM*	2.3%	x
Cc1cc(C)n(-c2ccc(NC(=O)C3CCCCN3C(=O)c3cc(C)oc3C)cc2)n1 (configuration not stated)	u	3.9%	1.3%
Cc1ccc2c(=O)cc(C(=O)NC3CCS(=O)(=O)C3)oc2c1 (configuration not stated)	-4.6%	2.5%	-2.9%
CCOC(=O)N1CCN(C(=O)C(=O)NNC(=O)COc2ccc(Cl)cc2)CC1	-5.2%	0.0%	-3.2%
Cc1sc2nc(CSCC(=O)NC(C)(C)C)[nH]c(=O)c2c1C	-10.6%	-1.2%	4.6%
COc1cc(-c2cc(C(=O)OCC(=O)Nc3ccc4c(c3)OCO4)c3ccccc3n2)cc(OC)c1OC	2.3%	x	5.7%
NC(=O)[C@@H]1CCCN1Cc1c(C(=O)N2CCc3ccccc3C2)nc2ccc(Cl)cn12	26.5%	0.7%	-0.1%
COc1ccc(C(=O)Nc2ccccc2-c2nc3ccccc3s2)cc1OC	u	-4.5%	x
CCC(=O)Nc1ccc2nc(SCC(=O)N3CCOCC3)sc2c1	-7.3%	4.6%	25.5%
CNCC(O)CN(c1ccccc1)c1ccccc1 (configuration not stated)	u	3.0%	3.4%
Cn1c2ccccc2c2cc(/C=N/NC(=O)c3ccccc3F)ccc21	u	-1.0%	9.9%
Later entries.
SMILES	TDP1 cell noCPT	TDP1 inh	N370S GC mod
NC(C(=O)O)(c1ccc(P(=O)(O)O)cc1)C1CC1 (configuration not stated)	x	2.4%	-2.9%
Cc1ccsc1C(=O)N(C)C1CCS(=O)(=O)C1 (configuration not stated)	13.7%	0.4%	x
O=C(NCCOc1ccccc1)C1CCC(=O)N(CCc2ccc(Cl)cc2)C1 (configuration not stated)	u	6.2%	-7.6%
COc1cc([N+](=O)[O-])ccc1Nc1nc(C)cc(C)n1	-8.3%	-2.7%	0.5%
Cc1nc2nc(NC(=O)c3ccc(F)cc3)[nH]n2c(=O)c1Cc1ccccc1	-1.8%	0.0%	x
O=C(Nc1ccccc1-c1ccccc1)C1CCCCC1	-4.8%	-1.8%	3.5%
CC(OC(=O)/C(C#N)=C/c1ccc(N(C)C)cc1)C(=O)NCc1ccco1 (configuration not stated)	x	0.3%	3.0%
COc1cccc(CC(=O)NNC(=O)c2c(-c3ccccc3)noc2C)c1	-0.7%	6.8%	0.2%
CNC(=O)NNC(=O)c1csc(-c2ccc(C(F)(F)F)cc2Cl)n1	0.9%	x	5.8%
CCN(CC)S(=O)(=O)c1ccc(N2CCCC2)c(NC(=O)c2ccncc2)c1	6.3%	2.9%	1.3%
CCOC(=O)C1=C(COC(=O)CSc2ccc(C)cc2C)NC(=O)NC1C (configuration not stated)	-0.1%	0.7%	-17.1%
CCOC(=O)CN(C(=O)Cn1nnc2ccccc21)C(C(=O)NCCOC)c1ccccc1C (configuration not stated)	-7.9%	2.1%	10.1%
COc1ccc(Cl)cc1NC(=O)Cn1ccn(-c2cc(C)cc(C)c2)c(=O)c1=O	u	-1.3%	x
O=C(COc1cccc(Cl)c1)Nc1cc(S(=O)(=O)N2CCOCC2)ccc1N1CCOCC1	18.4µM*	0.6%	15.1%
Cc1cc(N2CCN(c3nnnn3-c3ccccc3)CC2)n2ncnc2n1	2.3%	3.0%	-25.2%
COc1ccc(S(=O)(=O)N2CCC(C(=O)Nc3ccc4c(c3)OCCO4)CC2)cc1OC	-2.4%	2.3%	0.9%
CCOC(=O)N1CCN(C(=O)c2cc3ccccc3o2)CC1	-9.6%	x	0.6%
COc1cc2c(c3oc(-c4ccccc4)cc(=O)c13)C=CC(C)(C)O2	25.9µM*	3.8%	8.1%
CCN(CC(=O)Nc1c(F)cccc1F)C(=O)C1CCN(S(=O)(=O)c2ccc(C)cc2C)CC1	-13.7%	8.1%[0.505 µM]	u
CC(C)(C)c1ccc(C(=O)Nc2ccccc2C(=O)OCc2cc(=O)n3ccsc3n2)cc1	1.6%	3.8%	x

This is a subset. The share of hits here may be higher or lower than overall.
